From PubChem BioAssay
LmPK inh = blocks Leishmania mexicana pyruvate kinase activity | purified LmPK, Kinase-Glo ATP luminescence, 1 h | Potency, µM (highest dose often 57.5 µM), inactives show at the top dose activity change, negative = inhibition, actives largely listed as inhibitors | 290,000 compounds, 0.37% hits; also: potency is read from the fitted curve at half-maximal effect; % is scaled to controls: 0 for no effect and ±100 for the full control effect
Target sequence (Q27686 whole entry, looked up): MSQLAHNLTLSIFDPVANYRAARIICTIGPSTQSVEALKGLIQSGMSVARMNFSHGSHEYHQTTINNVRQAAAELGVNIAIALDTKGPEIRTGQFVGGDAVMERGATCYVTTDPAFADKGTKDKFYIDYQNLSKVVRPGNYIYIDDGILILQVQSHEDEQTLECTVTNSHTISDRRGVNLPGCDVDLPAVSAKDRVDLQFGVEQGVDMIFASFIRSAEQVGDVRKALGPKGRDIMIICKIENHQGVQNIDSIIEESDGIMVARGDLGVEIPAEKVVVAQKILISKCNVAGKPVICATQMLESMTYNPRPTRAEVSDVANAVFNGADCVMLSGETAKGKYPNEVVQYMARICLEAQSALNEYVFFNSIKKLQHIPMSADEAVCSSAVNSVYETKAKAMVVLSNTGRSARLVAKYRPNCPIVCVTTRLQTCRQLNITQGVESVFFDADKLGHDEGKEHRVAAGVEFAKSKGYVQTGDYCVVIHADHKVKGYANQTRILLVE
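Screened at intermediate enzyme activity to detect both inhibitors and activators: LmPK at 0.1 nM, with a 0.5 nM enzyme column as activation reference. PEP 0.5 mM, ADP 0.1 mM; ATP detected by luminescence after 1 h.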
Pf growth 96h = inhibits malaria parasite growth, 96 h. AID 504834. P. falciparum luciferase reporter growth, 96 h. Potency, µM (series often up to 28.7 µM), without a hit: at the top dose activity change, negative = inhibition, actives largely listed as inhibitors. 320,000 compounds, 6.9% hits; also: potency is read from the fitted curve at half-maximal effect; % is scaled to controls: 0 for no effect and ±100 for the full control effect
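Cell-based qHTS: luciferase-tagged P. falciparum in erythrocytes (2% hematocrit, 0.05% parasitemia final) incubated with compounds for 96 hours, 37 C, 5% CO2; luciferase detection reagent then added and luminescence measured.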
CHX counter = affects cycloheximide protein synthesis inhibition readout, counter-screen; cell reporter, cycloheximide protein synthesis inhibition counterscreen; max response, %; 300,000 compounds, 12% hits; AID 2314; in the data active = max response mostly above about 13%, no sharp cut-off; inactive = mostly below about 14%; also: read at 38.3 µM for the half of the compounds with a filed dose; 0% is about no effect
HCV inh = blocks hepatitis C virus | AID 651820 | Huh7.5.1 HCVcc-Cre infection, luciferase reporter, 44 h | 340,000 compounds, 3.4% hits | Potency, µM (titrated, usually from 41.8 µM), for inactives: top-dose activity change, negative = inhibition, hits mostly inhibitors; also: potency is read from the fitted curve at half-maximal effect; % is scaled to controls: 0 for no effect and ±100 for the full control effect
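Antiviral activity was scored by luciferase reporter output from cells infected with HCVcc-Cre (~0.5 moi) in presence of compound, 44 h infection period, cells seeded 1,000/well 4 h prior.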
Tb PYK inh = inhibitors of Trypanosoma brucei pyruvate kinase; Q57TT1; TbPYK enzyme, Kinase-Glo Plus ATP luminescence, 45 min; Potency, µM (titrated, usually from 76.8 µM), for inactives: at the highest dose activity, negative = inhibition, most hits filed as inhibitors; 410,000 compounds, 0.12% hits; AID 624173; also: potency is read from the fitted curve at half-maximal effect; % is scaled to controls: 0 for no effect and ±100 for the full control effect; nearly all actives have a fitted effect of over 50% in size
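Luminescent Kinase-Glo Plus end-point after 45 min room-temperature reaction of T. brucei pyruvate kinase started with 130 uM ADP (final). Buffer TEA 50 mM pH 7.2 with KCl, MgCl2, BSA, Tween-20; titration-based qHTS with fitted concentration-effect curves.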
Pf growth 48h = P. falciparum growth inhibition at 48 hours (one generation). P. falciparum luciferase growth in erythrocytes, 48 h. Potency, µM (top dose mostly 28.7 µM), without a hit: at the highest dose activity change, negative = inhibition, usual class: inhibitors. 310,000 compounds, 5.9% hits; also: potency is read from the fitted curve at half-maximal effect; % is scaled to controls: 0 for no effect and ±100 for the full control effect
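Firefly luciferase activity from engineered P. falciparum reports growth; inhibitors lower the luminescent signal. Cultures contained 2% hematocrit erythrocytes at 0.1% final parasitemia.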
Shiga inhibitor = blocks Shiga toxin action in Vero cells; Vero cells, Shiga toxin protein synthesis inhibition reporter; inhibition, % at 38.7 µM; 290,000 compounds, 9.2% hits; in the data active = inhibition mostly above about 28%, no sharp cut-off; inactive = mostly below about 43%; also: 0% is about no effect
* = called active by the depositor; i = inactive; u = inconclusive; x = no result given; [ ] = remark or other dose. Unless noted, calls follow the shape of the dose curve; as a rule, active = well fitted curve in the direction sought with a large enough effect; inconclusive = small, poorly fitted or top-dose-only effect, or another doubt; inactive = no such curve, though single readings can be large; an effect the other way counts as inactive or inconclusive.

SMILES	LmPK inh	Pf growth 96h	CHX counter	HCV inh	Tb PYK inh	Pf growth 48h	Shiga inhibitor
NC(=S)N/N=C1\CC(n2nnnc2-c2ccccc2)C2COC1O2 (stereo unspecified)	-1%	u	-4	15%	u	-5%	-4
CN(CC(=O)Nc1cccc(F)c1)C(=O)c1cc(S(=O)(=O)N(C)C)ccc1N1CCCC1	-4%	-13%	-3	23%	4%	-8%	5
CSc1ccc(Cl)c(C(=O)Nc2ccc(N3CCOCC3)cc2)c1	1%	44%[1.15 µM]	5	u	0%	-2%	18
CCN(CC)C(=O)c1ccccc1NS(=O)(=O)c1cccs1	-1%	61%[activator]	-2	30%[activator]	-3%	1%	-6
Cc1cc(=O)oc2c(C)c(OCC(=O)N3CCN(Cc4ccc5c(c4)OCO5)CC3)ccc12	2%	11%	-3	u	2%	5%	-5
CN(c1ccccc1)S(=O)(=O)c1ccc(C(=O)NCc2ccccn2)cc1	-6%	-1%	9	3%	5%	20%	1
Cc1nc(NCc2ccccc2)c(C(N)=O)c2c1COC(C)(C)C2	-1%	u	-2	1%	0%	-19%	-20
CC(=O)Nc1ccc(NC(=O)CSc2ccc(-c3ccc4c(c3)OCO4)nn2)cc1	-7%	79%[activator]	18	u	-16%	78%[activator]	21
CCc1c(C(=O)NNC(=S)NCC(C)C)csc1C	1%	6%	-2	12%	-4%	9%	-9
O=C(Nc1ccccc1)Nc1ccc(C(F)(F)F)cn1	4%	39%[activator]	13	-10%	0%	19%	53*
COc1ccc(Br)cc1/C=N/NC(=O)C[n+]1ccccc1	-9%	31%[activator]	-3	14%	1%	13%	-7
CN1C(=O)C(=Cc2ccc(N3CCCCC3)o2)C(=O)N(C)C1=S	-3%	53%[activator]	3	11%	-14%	39%[activator]	-12
CSCCC(=O)N1CC[C@@H](N2CCN(c3ccccc3F)CC2)[C@H](O)C1	-7%	30%	0	10%	3%	u	x
CC(=O)Nc1ccc(S(=O)(=O)N(CCO)Cc2ccccc2)cc1	0%	x	-3	-6%	3%	x	16
CCc1ccc(OCCCC(=O)Nc2nccs2)cc1	3%	1%	29*	u	-1%	u	53*
CCc1ccccc1NC(=O)C(Cc1cccc(OC)c1OC)c1nn[nH]n1 (stereo unspecified)	-4%	u	-3	10%	-7%	11%	-26
Cc1cc(C)nc(NS(=O)(=O)c2ccc(NC(=O)COc3ccccc3)cc2)n1	-8%	x	-4	9%	-11%	-11%	-21
Cc1cc(C)cc(NC(=O)C(C)N2C(=O)c3ccccc3C2=O)c1 (stereo unspecified)	-6%	u	-2	14%	2%	19%	-2
CC(=O)Nc1ccc(NC(=O)c2ccccc2Nc2ccccc2)cc1	-2%	2%	-2	u	5%	-24%	3
Cc1ccccc1NC(=O)CNC(=O)Cc1cccc2ccccc12	x	30%[activator]	x	-2%	-3%	19%	x
O=C(CCc1nc2ccccc2c(=O)[nH]1)Nc1nnc(SCc2ccc(Cl)cc2)s1	x	-3%	x	35%[activator]	-1%	14%	x
O=C(NCc1ccccn1)C(=O)NCC1OCCCN1S(=O)(=O)c1ccc(F)cc1 (stereo unspecified)	-12%	21%	-3	x	-11%	1%	-21
CC(C)Cn1c(=S)[nH]c2cc(C(=O)O)ccc2c1=O	-2%	97%[activator]	-3	13%	-14%	-8%	-6
CC(C)(C)NS(=O)(=O)c1ccc(NS(C)(=O)=O)cc1	12%	-2%	-1	1%	2%	x	17
O=S(=O)(c1ccc(F)c(F)c1)N1CCCc2ccccc21	3%	1%	37*	-3%	0%	18%	64*

Entries of single compounds, quoted from the list.
`CSCCC(=O)N1CC[C@@H](N2CCN(c3ccccc3F)CC2)[C@H](O)C1` is entered as LmPK inh = -7%; Pf growth 96h = 30%; CHX counter = 0; HCV inh = 10%; Tb PYK inh = 3%; Pf growth 48h = u; Shiga inhibitor = x
`CC(C)Cn1c(=S)[nH]c2cc(C(=O)O)ccc2c1=O` is entered as LmPK inh = -2%; Pf growth 96h = 97%[activator]; CHX counter = -3; HCV inh = 13%; Tb PYK inh = -14%; Pf growth 48h = -8%; Shiga inhibitor = -6
`CC(=O)Nc1ccc(S(=O)(=O)N(CCO)Cc2ccccc2)cc1` is entered as LmPK inh = 0%; Pf growth 96h = x; CHX counter = -3; HCV inh = -6%; Tb PYK inh = 3%; Pf growth 48h = x; Shiga inhibitor = 16

An excerpt from above, showing only HCV inh and Pf growth 96h:
Compound,HCV inh,Pf growth 96h
Cc1nc(NCc2ccccc2)c(C(N)=O)c2c1COC(C)(C)C2,1%,u
CC(=O)Nc1ccc(NC(=O)CSc2ccc(-c3ccc4c(c3)OCO4)nn2)cc1,u,79%[activator]

(next part)
SMILES	LmPK inh	Pf growth 96h	CHX counter	HCV inh	Tb PYK inh	Pf growth 48h	Shiga inhibitor
CC(C)(O)[C@H]1O[C@H]2CC[C@@]3(C)[C@@](O)(CC[C@H]4Cc5c([nH]c6ccccc56)[C@@]43C)C2=CC1=O	0%	u	-2	-26%	6%	u	-29
Cc1ccccc1OCC(=O)NNC(=O)c1ccc2c(=O)n3c(nc2c1)CCC3	x	3%	x	6%	-2%	4%	x
COC(=O)CN1C(=O)[C@H]2[C@@H](c3ccc(C)o3)N3C(=O)CN(CCO)C(=O)[C@@]3(Cc3ccccc3)[C@H]2C1=O	-1%	-4%	-1	12%	-15%	30%	1
CCOC(=O)Cc1csc(NC(=O)CSc2nnc(C(C)C)n2C)n1	-8%	-12%	3	-15%	0%	1%	-15
O=C(NCCC1CCCCN1S(=O)(=O)c1cccs1)C(=O)Nc1ccccc1 (stereo unspecified)	x	-11%	x	u	-1%	-18%	x
COc1ccc(S(=O)(=O)N2CCOCC2)cc1NC(=O)CSc1nnc(C2CC2)n1C1CC1	x	13%	x	8%	-5%	-11%	x
O=C(COc1ccccc1[N+](=O)[O-])Nc1ccc2c(c1)CCC2	x	192%[activator]	x	-22%	-6%	86%[activator]	x
COc1ccc(CNC(=O)CSc2n[nH]c(C)c2[N+](=O)[O-])cc1	7%	-13%	-1	22%	2%	1%	-4
CC(=O)Nc1nnc(SCC(=O)NCC2CCCO2)s1 (stereo unspecified)	4%	-8%	0	19%	-4%	9%	-29
COc1ccccc1C(=O)NCCC(=O)NCC(C)(C)N1CCOCC1	-1%	3%	-2	3%	-25%	85%[activator]	2
CSc1nc2nc(C)c(CCC(=O)OCC(=O)Nc3ccc(F)cc3)c(C)n2n1	x	6%	x	13%	-1%	-4%	x
COc1ccc([C@]23Cc4cc(OC)c(OC)cc4C(O2)C2=C(CC(C)(C)CC2=O)O3)cc1	-8%[11.5 µM]	u	2	x	x	u	i
Cc1cc(C)cc(N2CC(C(=O)NC3CCCCC3)CC2=O)c1 (stereo unspecified)	0%	u	-5	-1%	6%	14%	-8
CCCNc1c(NS(=O)(=O)c2ccc(Br)cc2)c(=O)oc2ccccc12	-3%	u	29	-7%	-2%	u	16
CN(C)CCNC(=O)c1[nH]nc2c1CCc1ccccc1-2	4%	-2%	42*	-5%	-9%	44%[activator]	36
COc1cc2c(cc1OC)C(C)N(C(=O)c1cc3c(s1)-c1ccccc1OC3)CC2 (stereo unspecified)	0%	-1%	-2	11µM*	-2%	-17%	-15
O=C(Nc1ccc(S(=O)(=O)N2CCc3ccccc3C2)cc1)c1ccccc1	13%	x	-1	u	7%	u	-6
CC(C)c1nnc(NC(=O)CSc2nnc(-c3ccco3)o2)s1	3%	-3%	8	22%	-1%	-5%	37
COC(=O)c1c(NC(=O)C2CCCO2)sc2c1CCC2 (stereo unspecified)	-1%	-1%	11	5.6µM*	-1%	x	24
Cc1ccc(S(=O)(=O)NCCC(=O)Nc2cc(F)ccc2C)cc1C	1%	6%	-5	5%	4%	-19%	-4
CC1CC(=O)N(c2ccc(Br)cc2)C(=O)C1	2%	97%[activator]	-2	12%	-13%	u	-2
CCOc1ccc(Cc2c(O)[nH]c(=O)[nH]c2=O)cc1	-2%	x	-4	24%	-7%	0%	10
Cc1ccc(NCc2nnc(SCC(=O)N(Cc3ccccc3)C(C)(C)C)o2)c(C)c1	-6%	32%[activator]	9	-29%	-7%	-19%	27
COc1cccc2cc(C(=O)NCc3ccccn3)c(=O)oc12	-1%	u	23*	7%	3%	6%	38
CCCn1c(CC)nc([N+](=O)[O-])c1Sc1ccc(F)cc1	1%	u	-7	-27%	1%	u	21

Next entries:
SMILES	LmPK inh	Pf growth 96h	CHX counter	HCV inh	Tb PYK inh	Pf growth 48h	Shiga inhibitor
Cc1cc(C)cc(NC(=O)C(=O)NCc2ccccn2)c1	-4%	28%	-2	0%	-9%	10%	-6
O=C(NN=C1CCCC1)c1sc2ccccc2c1Cl	0%	u	38*	19%	0%	u	43*
Cc1csc(NC(=O)CSC2=NCCS2)n1	-1%	u	37*	5%	1%	10%	19
COc1ccc(C(CC(=O)Nc2ccc(F)cc2)c2ccccc2)cc1 (stereo unspecified)	3%	u	3	-25%	-5%	34%[activator]	26
CC(C)(CSc1ccccn1)NS(=O)(=O)c1ccc(Cl)cc1	2%	-2%	-2	-22%	3%	15%	6
CC(C)C(=O)Nc1ccc(-c2nc3ccccc3c(=O)o2)cc1	-17%	12%	-2	-6%	-7%	26%	-1
COCc1cc(C)[nH]c(=O)c1C(=O)NC12CC3CC(CC(C3)C1)C2	5%	4%	-2	3%	1%	u	-2
CCN(CC)c1ccc(C(=S)N2CCN(c3ccccc3)CC2)cc1	6%	x	-3	3%	-21%	1%	-8
Cc1ccc(N2CC(C(=O)NCc3ccc4c(c3)OCO4)CC2=O)cc1C (stereo unspecified)	-4%	36%[activator]	1	-14%	-8%	3%	-9
Cc1ccc(S(=O)(=O)NCC(C)n2nc(C)nc2C)cc1 (stereo unspecified)	-17%	-9%	-7	5%	2%	6%	-6
Cc1ccccc1NC(=O)CSc1nnc(CNC(=O)c2ccco2)n1C	x	u	x	1%	1%	-2%	x
Cc1cc(C)cc(NC(=O)C(OC(=O)c2cccs2)c2ccccc2)c1 (stereo unspecified)	0%	21%	14	-1%	-3%	19%	-4
CCC(=O)c1ccc(OCC(O)CN2C(=O)NC(C)(C)C2=O)cc1 (stereo unspecified)	4%	-4%	-3	11%	-6%	x	-28
CC(=O)c1ccc(N2CCN(C(=S)Nc3ccccc3F)CC2)cc1	2%	u	-1	11%	7%	u	-4
C[C@@H]1CN(C(=O)c2nc3ccc(Cl)cn3c2CN2CCc3sccc3C2)C[C@H](C)O1	-3%	u	-2	-28%	4%	u	15
CCN1CCN(CCNC(=O)c2ccc(CS(=O)c3ccc(Cl)cc3)o2)CC1 (stereo unspecified)	-2%	u	0	13%	1%	12%	-5
CCOC(=O)c1cnn(-c2ccccc2)c1N	-5%	26%	31*	2%	2%	x	34
Cc1nc(SCC(=O)NC(C)c2ccccc2)c2oc3ccccc3c2n1 (stereo unspecified)	4%	5%	-3	u	6%	x	27
CCCCCC(=O)N1CC2(CC(c3cccc(NC(=O)c4ccccc4)c3)=NO2)C[C@@H]1C(N)=O (stereo partly specified)	3%	-22%	-4	-14%	-3%	31%[activator]	-5
Cc1ccc(NS(=O)(=O)c2ccc(NC(=O)C3CCCO3)cc2)cc1 (stereo unspecified)	4%	x	-3	u	-2%	16%	-3
Cn1c2c(c(=O)n(C)c1=O)C(NS(=O)(=O)c1ccccc1)(C(F)(F)F)C(=O)N2 (stereo unspecified)	-2%	u	-1	21%	-3%	0%	25
